# Assay outcomes deposited in PubChem by several laboratories.
# Hsp70 activator: switches on Hsp70 transcription | HeLa Hsp70 promoter luciferase reporter, luminescence; scaled: vehicle 0, proteasome-inhibitor control 100% | activation, % at 10 µM | AID 1203 | 0.04% of 200,000 active;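 active means activation above the mean across all tested compounds plus 3 SD, cutoff set per campaign, cut at about 5.5% in these data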;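 further: 100% = MG132 at 30 µM as the positive control and 0% = DMSO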
# Efa HMGR inh: E. faecalis class II HMG-CoA reductase inhibition; purified E. faecalis HMGR, NADPH absorbance 340 nm kinetic; inhibition, % at 10 µM; 0.41% of 190,000 active;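 active means inhibition above a set limit, the median over all tested compounds plus 3 SD, cut at about 9.5% in these data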;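 further: enzyme runs in reverse so mevalonate oxidation gives rising NADPH absorbance; 0% = complete reaction with DMSO and 100% = background rate lacking mevalonate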
# STAT1 act: STAT1 signaling activation | 2.6% of 200,000 active | activation (% of control), % at 5.5 µM | NIH 3T3 STAT1-luciferase reporter, IFN-gamma, luminescence; 100% = IFN-gamma alone, no compound;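 active means activation above the screen-wide mean activation plus 3 SD, cut at about 130% in these data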;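 further: raw ratio to IFN-gamma control signal so 100% means no change and 0% no light; values of inactives mirror those of a sister screen read the other way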
# APP 5'UTR act: APP 5'UTR luciferase reporter activation | SH-SY5Y APP 5'UTR luciferase reporter, luminescence; zero percent = DMSO vehicle wells | activation, % at 2 µM | 1% of 190,000 active;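 active means activation above a set limit, based on mean plus 3 SD of controls, cut at about 140% in these data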; further: values of inactives mirror those of a sister screen read the other way
# STAT3 inh: inhibitors of IL-6 induced STAT3 signaling; U3A cells, IL-6 STAT3-luciferase reporter, luminescence; host cell line lacks STAT1; inhibition, % at 5.5 µM; 0.89% of 190,000 active;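 active means inhibition above the mean inhibition across all screened compounds plus 3 SD, cut at about 44% in these data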;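 further: 0% = DMSO only wells and 100% = 100 µM nifuroxazide control wells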
# TLR4-MyD88 BLA: TLR4-MyD88 interaction inhibition in cells | inhibition, % at 8.4 µM | 0.18% of 200,000 active | HeLa CL3-4 TLR4/MyD88 BLA complementation, FRET ratio; in the data active means inhibition above about 25%;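 further: 0% = vehicle and 100% = reference inhibitor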
# Target sequence (O00206 whole entry, looked up): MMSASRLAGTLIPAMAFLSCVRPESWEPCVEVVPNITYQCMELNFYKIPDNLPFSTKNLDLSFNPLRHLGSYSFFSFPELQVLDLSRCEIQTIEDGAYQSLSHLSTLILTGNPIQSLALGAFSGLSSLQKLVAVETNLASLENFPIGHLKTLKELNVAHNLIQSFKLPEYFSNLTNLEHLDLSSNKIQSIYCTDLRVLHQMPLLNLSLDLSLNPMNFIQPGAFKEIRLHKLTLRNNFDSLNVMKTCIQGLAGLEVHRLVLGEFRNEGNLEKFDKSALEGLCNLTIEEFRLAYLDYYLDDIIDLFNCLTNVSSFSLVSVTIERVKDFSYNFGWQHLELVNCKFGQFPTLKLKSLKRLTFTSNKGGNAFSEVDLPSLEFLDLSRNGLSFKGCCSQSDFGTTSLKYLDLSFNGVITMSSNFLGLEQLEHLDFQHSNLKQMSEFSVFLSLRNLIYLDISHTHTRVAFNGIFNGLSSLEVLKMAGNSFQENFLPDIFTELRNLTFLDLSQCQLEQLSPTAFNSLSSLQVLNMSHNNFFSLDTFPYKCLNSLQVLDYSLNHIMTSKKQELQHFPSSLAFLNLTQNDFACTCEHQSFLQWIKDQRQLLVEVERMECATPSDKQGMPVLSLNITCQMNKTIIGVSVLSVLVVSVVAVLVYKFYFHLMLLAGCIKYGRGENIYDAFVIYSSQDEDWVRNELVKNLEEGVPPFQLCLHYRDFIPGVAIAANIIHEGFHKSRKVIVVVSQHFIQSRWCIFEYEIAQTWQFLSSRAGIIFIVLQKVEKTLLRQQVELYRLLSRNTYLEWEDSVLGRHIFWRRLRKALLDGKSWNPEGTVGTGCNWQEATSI
# Target sequence (Q99836 whole entry, looked up): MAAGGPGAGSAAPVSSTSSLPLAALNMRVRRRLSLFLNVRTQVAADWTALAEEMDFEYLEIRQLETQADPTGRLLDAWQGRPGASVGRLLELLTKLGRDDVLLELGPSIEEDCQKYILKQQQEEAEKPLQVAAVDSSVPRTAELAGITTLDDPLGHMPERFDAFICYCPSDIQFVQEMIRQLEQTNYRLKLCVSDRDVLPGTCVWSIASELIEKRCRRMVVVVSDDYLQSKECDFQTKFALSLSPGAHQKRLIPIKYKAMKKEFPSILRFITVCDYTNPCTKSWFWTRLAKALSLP
# Redox H2O2 prof: compounds producing H2O2 with reducing agent – biochemical, NIH compound library profiling, artefact control for MLSCN library redox annotation, primary screen | DTT-dependent redox cycling H2O2, phenol red/HRP absorbance; 100% = 100 µM peroxide control, 0% = buffer | activation, % at 10 µM | 0.03% of 200,000 active | AID 878;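 active means activation of at least 50% relative to the plate's high and low controls in the primary single-dose screen; inactive means activation below 50%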;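 further: compound incubated with DTT at 0.8 mM final as the reducing agent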
# STAT1 blocker: reduces IFN-gamma driven STAT1 reporter signal; NIH 3T3 STAT1-luciferase reporter, luminescence; inhibition, % at 5.5 µM; 0.35% of 200,000 active;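 active means inhibition above a set limit, the mean inhibition across all tested compounds plus 3 SD, cut at about 34% in these data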;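 further: 0% = IFN-gamma with DMSO and 100% = IFN-gamma with 300 µM nifuroxazide; values of inactives mirror those of a sister screen read the other way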
# STAT3 act: activators of IL-6 induced STAT3 signaling. U3A cells, IL-6 STAT3-luciferase reporter, luminescence; 100% = signal with IL-6 EC80 alone. activation (% of control), % at 5.6 µM. 0.91% of 190,000 active;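 active means activation above the screen-wide mean of compound activation plus 3 SD, cut at about 130% in these data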;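 further: 0% = background luminescence of wells with medium and substrate only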
#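 Test system: STAT3-luciferase reporter U3A cells; Detection: reporter luminescence signal; Times: 1 h compound pre-exposure, 6 h IL-6 stimulation, 37 °C; Benchmarks: IL-6-only high control; Also added: IL-6 stimulus at 33 ng/mL final.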
# NF-kB neuron act: compounds increasing NF-kB expression in human neuronal cells. NF-kB reporter expression; hits give high values. fold change at 12.5 µM. 1.6% of 190,000 active. AID 1239; in the data active means fold change above about 3.3
# * marks the source's active call; other numbers are inactive results; . = not tested or not shown.
SMILES,STAT3 act,STAT1 act,Efa HMGR inh,Hsp70 activator,STAT3 inh,STAT1 blocker,NF-kB neuron act,Redox H2O2 prof,TLR4-MyD88 BLA,APP 5'UTR act
N#Cc1cccc(NC(=O)COC(=O)c2ccc3c(=O)n4c(nc3c2)CCC4)c1,95,103,1,-0.1,10,-4,0.98,-1.7,-19,87
Cc1cc(C)c2c(N)c(C(=O)NN3CC(=O)N(c4ccccc4F)CC3=O)sc2n1,96,102,-1,-0.5,5,-3,1,0.1,-1,-7
CCSC1=NC(=O)/C(=C2/C=Cc3ccccc3N2CC)S1,93,93,-2,0.1,12,7,0.82,-0.7,-6,4
NCCCCCc1nnc(SCC(N)=O)o1,93,103,4,0.0,19,-4,1.1,1.9,0,25
C/C(=N\NC(=O)c1ccc(-c2ccccc2)cc1)c1cccc(N)c1,96,97,0,-0.5,8,2,1.1,-0.7,-9,6
COC(=O)Cc1ccc(NC(=S)NCc2ccccc2OC)cc1,93,92,-2,-0.3,14,9,0.98,-0.4,17,3
COc1ccc(C(=O)NC(Nc2ccccc2)C(Cl)(Cl)Cl)cc1 (configuration not stated),77,96,2,-0.1,37,5,0.68,0.9,13,-9
Cc1ccc2nc(N(CCCN(C)C)C(=O)c3cc4ccccc4oc3=O)sc2c1,94,103,6,-0.3,9,-3,1.2,-0.2,-21,-10
CCCCCC(=O)Nc1c(-c2cccs2)c(=O)c2ccccc2n1C,94,96,-3,0.1,13,4,0.97,0.1,-11,0
COc1ccc(CN2CCOCC2)cc1OC,103,108,-3,-0.2,5,-9,1.2,-9.0,7,-3
O=C(COc1ccccc1)N/N=C/c1ccc(O[C@@H]2O[C@H](CO)[C@@H](O)[C@H](O)[C@H]2O)cc1,90,108,-6,-0.1,13,-9,1.3,0.1,-7,-4
Cc1c(/N=C/c2ccco2)n(Cc2ccccc2)c2ccccc12,100,105,6,0.1,2,-5,1.2,0.4,-8,-1
Cc1ccc(NCC(=O)N/N=C/c2cc3ccccc3nc2Cl)cc1,178*,92,1,-0.1,-90,9,1.1,-3.9,0,7
O=C(O)C1CC=CCC1C(=O)NCc1ccc2c(c1)OCO2 (configuration not stated),99,97,-3,-0.2,4,3,0.98,0.3,-6,13
COc1ccc(C(CC(=O)N2CCOCC2)C(C)C)cc1 (configuration not stated),103,100,0,-0.3,4,0,1,-1.4,-4,5
COC1(c2ccccc2)NC(=S)NN=C1c1ccccc1 (configuration not stated),96,99,0,-0.2,6,0,1.3,0.1,0,12
CCC(C(=O)Nc1ccsc1C(=O)OC)c1ccccc1 (configuration not stated),98,96,-2,0.0,7,1,0.96,0.1,-7,1
COCCNc1cc(NCCOC)c([N+](=O)[O-])cc1[N+](=O)[O-],93,105,6,-0.1,7,-6,0.98,1.1,4,-7
CCCCNC(=O)NNc1nc(Cl)cc(C)c1C#N,90,103,-4,-0.5,21,-4,1.2,0.0,-3,12
Cc1cc(C)n2cc(CSc3nc4ccccc4[nH]3)nc2n1,103,106,-3,-0.4,-8,-7,1.5,0.3,9,13
N#CCCN(Cc1cccnc1)C(=S)NC(=O)C1CC1,100,104,9,-0.4,2,-6,0.91,0.8,9,4
CCSc1nnc2ccc(-c3ccco3)nn12,101,104,0,-0.1,3,-8,1.5,-0.2,12,11
CC(NC(=O)CC1Nc2ccccc2NC1=O)c1ccccc1 (configuration not stated),107,93,-3,-0.2,-2,6,1.2,0.4,-3,8
CCc1nnc(NC(=O)c2cccnc2)s1,99,100,-6,-0.3,6,0,1.1,0.1,7,9
O=C(CSc1nnc2c(n1)[nH]c1ccccc12)Nc1ccc(S(=O)(=O)Nc2ncccn2)cc1,97,93,-1,0.0,5,6,0.99,-0.3,-10,7
COc1ccc(N=C2C(=O)Nc3c(C)cccc32)cc1,97,102,-3,-0.3,7,-2,1.1,-0.2,15,13
Cc1cc2nnc(SCC(=O)N(C)C3CCS(=O)(=O)C3)n2c2ccccc12 (configuration not stated),93,97,-5,-0.2,8,3,1.1,-2.8,-9,12
CCOc1ccc(Cl)cc1CSc1n[nH]c(C)n1,98,110,1,0.4,7,-15,0.9,0.1,15,-3
CCc1ccccc1NC(=O)CN(C)C(=O)CSc1nnc(Nc2cccc(C)c2C)s1,105,108,0,-0.3,-8,-8,1,-0.5,8,2
O=C(C1CC1)N1CCc2cc(S(=O)(=O)NCCC3=CCCCC3)ccc21,107,89,4,-0.2,-6,12,0.91,-0.8,-4,2

# Part of the list above, with two lines to a compound.
# Order of results – STAT3 act, STAT1 act, Efa HMGR inh, Hsp70 activator, STAT3 inh, STAT1 blocker, NF-kB neuron act, Redox H2O2 prof, TLR4-MyD88 BLA, APP 5'UTR act
> COCCNc1cc(NCCOC)c([N+](=O)[O-])cc1[N+](=O)[O-]
→ 93, 105, 6, -0.1, 7, -6, 0.98, 1.1, 4, -7
> CCCCNC(=O)NNc1nc(Cl)cc(C)c1C#N
→ 90, 103, -4, -0.5, 21, -4, 1.2, 0.0, -3, 12
> Cc1cc(C)n2cc(CSc3nc4ccccc4[nH]3)nc2n1
→ 103, 106, -3, -0.4, -8, -7, 1.5, 0.3, 9, 13
> N#CCCN(Cc1cccnc1)C(=S)NC(=O)C1CC1
→ 100, 104, 9, -0.4, 2, -6, 0.91, 0.8, 9, 4
> CCSc1nnc2ccc(-c3ccco3)nn12
→ 101, 104, 0, -0.1, 3, -8, 1.5, -0.2, 12, 11
> CC(NC(=O)CC1Nc2ccccc2NC1=O)c1ccccc1 (configuration not stated)
→ 107, 93, -3, -0.2, -2, 6, 1.2, 0.4, -3, 8
> CCc1nnc(NC(=O)c2cccnc2)s1
→ 99, 100, -6, -0.3, 6, 0, 1.1, 0.1, 7, 9
> O=C(CSc1nnc2c(n1)[nH]c1ccccc12)Nc1ccc(S(=O)(=O)Nc2ncccn2)cc1
→ 97, 93, -1, 0.0, 5, 6, 0.99, -0.3, -10, 7
> COc1ccc(N=C2C(=O)Nc3c(C)cccc32)cc1
→ 97, 102, -3, -0.3, 7, -2, 1.1, -0.2, 15, 13
> Cc1cc2nnc(SCC(=O)N(C)C3CCS(=O)(=O)C3)n2c2ccccc12 (configuration not stated)
→ 93, 97, -5, -0.2, 8, 3, 1.1, -2.8, -9, 12
> CCOc1ccc(Cl)cc1CSc1n[nH]c(C)n1
→ 98, 110, 1, 0.4, 7, -15, 0.9, 0.1, 15, -3
> CCc1ccccc1NC(=O)CN(C)C(=O)CSc1nnc(Nc2cccc(C)c2C)s1
→ 105, 108, 0, -0.3, -8, -8, 1, -0.5, 8, 2
> O=C(C1CC1)N1CCc2cc(S(=O)(=O)NCCC3=CCCCC3)ccc21
→ 107, 89, 4, -0.2, -6, 12, 0.91, -0.8, -4, 2

# (next part)
SMILES,STAT3 act,STAT1 act,Efa HMGR inh,Hsp70 activator,STAT3 inh,STAT1 blocker,NF-kB neuron act,Redox H2O2 prof,TLR4-MyD88 BLA,APP 5'UTR act
CCNC(=S)NNC(=O)c1ccncc1,102,93,-2,-0.3,1,7,1.4,-1.8,1,-12
CCOC(=O)c1cc(C)sc1/N=C/C1C(=O)CC(C)(C)CC1=O,95,94,-2,-0.1,6,6,1.4,-0.4,-15,23
O=C(CN1C2CCCC1CC(NC(=O)c1ccccc1)C2)Nc1nccs1 (configuration not stated),102,99,-2,-0.2,-1,-2,1.2,0.6,-6,-19
O=C(CSc1nnc(-c2ccncc2)n1-c1ccccc1)Nc1ccc(C(=O)O)cc1,102,100,0,-0.1,3,-2,.,-1.0,-28,7
CC(=O)Nc1ccc(NC(=O)CSc2nccn2Cc2ccccc2)cc1,88,100,-6,-0.1,17,0,1.4,-0.3,-8,-13
O=C(CSc1nnc(CNc2ccc(F)cc2)o1)N1CCCc2ccccc21,94,97,-1,-0.2,13,2,0.79,0.6,-12,19
CCCCN(CC)C(=O)c1ccc(Cl)c(Cl)c1,103,105,-7,-0.1,3,-5,0.91,2.1,-17,11
CCOC(=O)CNc1nnc(SCC(=O)OCC)[nH]c1=O,90,84,0,-0.5,16,17,1.3,0.8,-12,5
CCOc1ccc(NC(=S)N(CCN2CCOCC2)Cc2cc3cc4c(cc3[nH]c2=O)OCCO4)cc1,106,91,-5,-0.1,-6,8,1,-1.0,-5,8
CCCn1nnc(NC(=O)c2cc(Br)ccc2OC)n1,94,100,-4,-0.2,11,0,1.1,-3.2,-3,-7
O=C(COC(=O)c1cccs1)Nc1ccccc1,97,101,-1,0.2,6,-1,1.1,3.2,0,3
CCN(CC)S(=O)(=O)c1cc(NC(=O)COC(=O)CCC(=O)c2cccs2)ccc1C,106,99,-1,-0.3,4,-1,0.97,-0.3,-7,14
COc1ccc(-c2cc(C(=O)OCC(=O)N(C)C)c3ccccc3n2)cc1,85,103,-3,-0.2,22,-3,1.1,-1.2,11,-3
COc1ccc(CNc2oc(-c3cccc4ccccc34)nc2C#N)cc1,103,102,-6,-0.4,1,-2,1.3,0.2,1,1
CC1CCN(C(=O)c2ccc3c(Cl)c4c(nc3c2)CCCC4)CC1,100,108,-2,-0.3,5,-12,1.3,-0.7,14,7
